Assay outcomes (PubChem BioAssay)
ALOX12 inh – ALOX12 (human) lipoxygenase inhibition | P18054 | purified 12hLO, xylenol orange hydroperoxide absorbance | Potency, µM (doses to about 108 µM), for the others: at the top dose activity change, negative = inhibition, most hits filed as inhibitors | 580,000 compounds, 1.1% hits; also: % is scaled to controls: 0 for no effect and ±100 for the full control effect
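Purified human 12hLO at 150 nM in 25 mM Hepes, 0.01% Triton X-100, pH 7.0, preincubated 15 min at room temperature with compound. Reaction started with 40 uM arachidonic acid, 30 min at room temperature. Hydroperoxide measured by Fe-xylenol orange, 573/405 nm absorbance ratio.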
GLS inh – glutaminase GLS (human) inhibition | O94925 | GLS enzymatic activity, qHTS titration | Potency, µM (top dose mostly 45.5 µM), without a hit: top-dose activity change, negative = inhibition, most hits filed as inhibitors | 410,000 compounds, 0.21% hits | AID 624170; also: % is scaled to controls: 0 for no effect and ±100 for the full control effect
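Read-out is an Amplex red fluorescence increase coupled through glutamate oxidase and HRP, measured before and after 30 min room-temperature incubation. hKGA is in 45 mM KH2PO4 (pH 8.2) with 0.02% Tween-20; glutamine added as 1mM solution.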
Pin1 inhibitor – blocks the human prolyl isomerase Pin1; Pin1 FP peptide displacement, HiFluor488, 10 min; Potency, µM (highest dose often 115 µM), inactives show at the top dose activity, negative = inhibition, hits mostly inhibitors; 390,000 compounds, 0.009% hits; Q13526; active = well fitted inhibition curve with a large enough effect in the polarisation, with a control signal flat, not every such curve was filed as active; inconclusive = small, poorly fitted or top-dose-only effect, or effect the other way, or a change in a side signal; inactive = no such curve, though single readings can be large or run the other way; the % refers to the polarisation; also: % is scaled to controls: 0 for no effect and ±100 for the full control effect
Target sequence (Q13526 whole entry, looked up): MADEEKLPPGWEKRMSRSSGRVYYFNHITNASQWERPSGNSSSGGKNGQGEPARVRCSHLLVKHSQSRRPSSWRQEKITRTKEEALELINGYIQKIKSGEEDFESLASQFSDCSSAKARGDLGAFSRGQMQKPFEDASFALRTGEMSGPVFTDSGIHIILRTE
RGS4 inh – inhibitors of human regulator of G protein signaling 4; P49798; Transcreener GDP fluorescence polarization, RGS4-accelerated GTP hydrolysis; Potency, µM (highest dose often 114 µM), for inactives: at the top dose activity change, negative = inhibition, actives largely listed as inhibitors; 390,000 compounds, 0.039% hits; also: % is scaled to controls: 0 for no effect and ±100 for the full control effect; nearly all actives have a fitted effect of over 75% in size; some results filed as inactive show a strong effect at the top dose
Target sequence (P49798 whole entry, looked up): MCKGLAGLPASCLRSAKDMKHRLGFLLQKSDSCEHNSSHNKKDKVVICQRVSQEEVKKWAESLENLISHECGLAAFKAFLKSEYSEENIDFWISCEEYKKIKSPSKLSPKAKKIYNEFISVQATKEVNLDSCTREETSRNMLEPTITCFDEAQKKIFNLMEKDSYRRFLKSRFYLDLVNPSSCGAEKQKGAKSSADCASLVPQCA
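MLSMR compounds (23 nl, pin-transferred) preincubated 10 min at room temperature with a 500nM (2x) first reagent, then RGS4 at 900nM (2x) plus Transcreener GDP mix added; fluorescence polarization (620/688 nm) read before and after 90 min at 30 °C.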
JMJD2A Tudor – JMJD2A Tudor domain (human) inhibition; O75164; AlphaScreen JMJD2A-Tudor / H3K4me3 peptide binding; Potency, µM (titrated, usually from 114 µM), without a hit: top-dose activity change, negative = inhibition, most hits filed as inhibitors; 390,000 compounds, 4.4% hits; AID 504339; also: % is scaled to controls: 0 for no effect and ±100 for the full control effect; nearly all actives have a fitted effect of over 50% in size
ERG Ets-DNA blk – inhibitors of human ERG Ets domain-DNA interaction; 370,000 compounds, 0.028% hits; P11308; fluorescence polarization, His-ERG Ets domain / labelled DNA; Potency, µM (top dose mostly 76.9 µM), for inactives: at the top dose FP activity, negative = inhibition, hits mostly inhibitors; AID 624246; active = well fitted inhibition curve with a large enough effect in the polarisation, with a control signal flat; inconclusive = small, poorly fitted or top-dose-only effect, or effect the other way, or a change in a side signal; inactive = no such curve, though single readings can be large or run the other way; the % refers to the polarisation;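 also: polarization taken with two DNA probes labelled with fluorescein and Texas red; % of control where 0% means no effect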
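His-tagged ERG Ets domain (1 uM in the protein solution; 300mM KCl, 50mM Tris-HCl, 1mM EDTA, 1mM DTT, pH 7.5) received compound, then a probe mix of 5 nM fluorescein-DNA and 100nM Texas-615-DNA. Fluorescence polarization was read for both dyes.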
TrxR1 inh – inhibitors of rat thioredoxin reductase 1; recombinant rTrxR1, NADPH fluorescence consumption, selenite substrate; Potency, µM (series often up to 114 µM), without a hit: at the highest dose activity change, negative = inhibition, actives largely listed as inhibitors; 390,000 compounds, 1% hits; AID 588453; also: % is scaled to controls: 0 for no effect and ±100 for the full control effect; nearly all actives have a fitted effect of over 65% in size
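Rat TrxR1 (90 nM in the dispensed reagent) was pre-reduced with 400 uM NADPH for 5 min at room temperature, then incubated with compound for 15 min. After 400 uM selenite was added, NADPH fluorescence (Ex 340/Em 450 nm) was followed for 8 min.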
HP1b binding inh – blocks HP1-beta chromodomain binding to methylated histone tails; AlphaScreen HP1-beta / biotin-H3K9me3 peptide binding; Potency, µM (top dose mostly 114 µM), without a hit: at the top dose activity change, negative = inhibition, hits mostly inhibitors; 390,000 compounds, 0.56% hits; AID 540317; also: nearly all actives have a fitted effect of over 70% in size; inactives centre near 23
Target sequence (P83916 whole entry, looked up): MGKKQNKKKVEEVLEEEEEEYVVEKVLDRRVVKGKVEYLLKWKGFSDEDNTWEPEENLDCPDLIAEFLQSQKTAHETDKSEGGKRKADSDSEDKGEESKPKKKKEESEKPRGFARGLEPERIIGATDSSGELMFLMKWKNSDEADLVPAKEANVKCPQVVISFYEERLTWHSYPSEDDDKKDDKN
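HP1-beta protein (50 nM final) preincubated 30 min at room temperature with biotinylated H3(1-18)K9me3 peptide (50 nM) in PBS pH 7.4, 0.01% Tween-20, then compound added for 30 min. AlphaScreen streptavidin donor/nickel chelate acceptor beads (10 ug/mL final), 30 min dark, luminescence read.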
Tb PGK inh – blocks T. brucei phosphoglycerate kinase; PGK/GAPDH coupled, Kinase-Glo luminescence, 60 min; Potency, µM (top dose mostly 57.5 µM), inactives show at the top dose activity change, negative = inhibition, actives largely listed as inhibitors; 380,000 compounds, 0.043% hits; AID 602233; also: % is scaled to controls: 0 for no effect and ±100 for the full control effect; nearly all actives have a fitted effect of over 60% in size
Target sequence (P07378 whole entry, looked up): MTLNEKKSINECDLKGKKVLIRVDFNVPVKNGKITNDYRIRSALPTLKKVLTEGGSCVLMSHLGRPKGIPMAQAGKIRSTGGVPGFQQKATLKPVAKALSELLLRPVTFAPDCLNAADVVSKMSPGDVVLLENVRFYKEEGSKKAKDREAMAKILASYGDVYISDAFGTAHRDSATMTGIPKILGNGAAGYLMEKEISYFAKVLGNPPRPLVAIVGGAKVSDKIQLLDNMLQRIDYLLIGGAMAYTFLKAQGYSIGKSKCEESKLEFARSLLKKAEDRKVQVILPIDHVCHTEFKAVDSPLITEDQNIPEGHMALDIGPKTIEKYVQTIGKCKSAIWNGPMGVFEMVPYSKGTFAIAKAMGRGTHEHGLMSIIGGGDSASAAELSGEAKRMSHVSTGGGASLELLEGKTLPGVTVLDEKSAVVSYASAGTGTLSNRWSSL
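Luminescent ATP detection (Kinase-Glo Plus) follows a 60-minute room-temperature incubation, with wells lacking PGK as controls. Buffer: 100 mM TEA (pH 7.6), 5 mM MgCl2, 0.01% Tween-20. Coupling enzyme GAPDH (100 nM final) supplies unstable 1,3-BPG in-well.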
* hit, by the source's call; i = inactive; u = inconclusive; x = not tested or not shown; & = joins results of further samples; [ ] = dose if it differs, or a comment. Unless noted, calls follow the shape of the dose curve; as a rule, active = well fitted curve in the direction sought with a large enough effect; inconclusive = small, poorly fitted or top-dose-only effect, or another doubt; inactive = no such curve, though single readings can be large; an effect the other way counts as inactive or inconclusive. Potency is read from the fitted curve at half-maximal effect. A portion of the library (hit frequency here may not be typical).

smiles	ALOX12 inh	GLS inh	Pin1 inhibitor	RGS4 inh	JMJD2A Tudor	ERG Ets-DNA blk	TrxR1 inh	HP1b binding inh	Tb PGK inh
COc1ccc(C2=NN(CN3C(=O)C(=O)c4ccccc43)C(c3ccc(OC)cc3)C2)cc1 (stereo unspecified)	u	1%	7%	-38%	u	-2%	18%	9%	x
Cc1ccc2ncnc(Oc3ncccc3[N+](=O)[O-])c2c1	79%[activator]	1%	-1%	-6%	-13%	12%	17%	33%	-10%
CCCCc1cc(=O)oc2cc(C)cc(OCC(=O)NCc3ccncc3)c12	-1%	-1%	0%	16%[11.4 µM]	-11%	12%	12%	39%	-2%
O=C(N/N=C/c1ccco1)c1cc(-c2ccccc2)nc2ccccc12	0%	4%	7%	-9%	u	5%	22%	-4%	-6%
O=C1CCc2cc(S(=O)(=O)N3CCN(C(=O)c4ccco4)CC3)ccc2N1	6%	3%	0%	3%	-5%	-8%	u	14%	2%
COc1ccccc1C(=O)NC(=O)COC(=O)c1ccc([N+](=O)[O-])cc1	-6%	-1%	-8%	21%	-3%	3%	9%	29%	-6%
Cn1nc(-c2ccccc2)c(-c2nc(-c3cccc(C(F)(F)F)c3)no2)c1Cl	0%	-5%	11%	-30%	-5%	-5%	13%	32%	-9%
COc1ccc(OCC(=O)Nc2cc3oc4ccccc4c3cc2OC)cc1	x	-11%	-2%	-2%	-1%	4%	16%[57.1 µM]	26%	3%
CCOc1ccc2nc(NC(=O)Nc3ccccc3)sc2c1	-4%	-3%	1%	-5%	-22%	12%	35%[57.1 µM]	36%	-7%
COc1ccccc1CNC(=O)c1cc(C(=O)CC(C)C)c[nH]1	0%	3%	-3%	1%	-11%	4%	22%	27%	-9%
COCCC(=O)N1CCC(Oc2ccc(C(=O)NCCCC3CCCC3)cc2)CC1	12%	-8%	-14%	-26%	-8%	5%	-9%	29%	i
COc1ccc(OCC(=O)Nc2c3c(nn2-c2ccccc2)CS(=O)(=O)C3)cc1	-4%	0%	-4%	12%	-9%	1%	7%	3%	-5%
CCN1CCCC1CNC(=O)CCc1nc(-c2ccc(C)cc2)no1 (stereo unspecified)	0%	1%	0%	5%[11.4 µM]	10%[11.4 µM]	0%	11%[57.1 µM]	15%	i
CC(C)(C)OC(=O)C[C@@H]1C/C=C\C[C@H](CC(=O)N[C@H](CO)Cc2ccccc2)C(=O)N[C@H](Cc2ccccc2)COC1=O	u	2%	-1%	3%	-4%	14%	-5%	23%	-1%
CCOC(=O)c1cccc(NC(=O)c2ccc(N(C)C)cc2)c1	-4%	20%	7%	-8%	-24%	7%	13%	-16%	-10%
O=C(CCN1C(=O)[C@@H]2Cc3ccccc3CN2C1=O)N[C@@H](Cc1ccccc1)C(=O)O	-11%	1%	1%	-4%	0%	-18%	6%	28%	0%
Cn1c(=O)c2c(nc(SCCCC#N)n2Cc2ccccc2F)n(C)c1=O	9%[57.4 µM]	-5%	1%	-3%	-12%	-18%	12%[57.1 µM]	60%[activator]	-3%
Cc1ccc(-c2nnc(Nc3ccc(OCC(N)=O)cc3)c3ccccc23)cc1S(N)(=O)=O	0%	8%	0%	-14%	-18%	4%	4%	13%	-9%
CC1CCN(C(=O)CNC(=O)c2ccc(Br)o2)CC1	8%	-7%	7%	7%	-11%	-4%	17%	53%[activator]	-6%
CC(Oc1ccc(Cl)cc1Cl)c1ccnc2nc(N3CCOCC3)nn12 (stereo unspecified)	-8%	-3%	u	-8%	8%	-3%	12%	55%[activator]	7%
Cn1c(=O)oc2cc(S(=O)(=O)NCc3ccncc3)ccc21	u	7%	u	9%	-8%	2%	6%	31%[activator]	-2%
CCCCN(C(=O)/C=C/c1ccc(OCC(C)C)c(OCC)c1)c1c(N)n(CCC)c(=O)[nH]c1=O	1%	-1%	-4%	16%	-20%	1%	6%	9%	-7%
CCOC(=O)c1cccc(S(=O)(=O)N(CCO)Cc2cc3cc(OC)ccc3[nH]c2=O)c1	-6%	3%	2%	23%	-14%	4%	27%	17%	i
Cn1c(=S)c2[nH]c(SCCN)nc2n(C)c1=O	u	2%	1%	-53%	1.1µM*	-3%	6%[11.4 µM]	-14%	-8%
COc1ccc(-c2nnn(CC(=O)NCc3cccs3)n2)cc1OC	-19%	-1%	9%	-25%	-13%	12%	23%	25%	-5%
Cc1ccc(Nc2nc(=O)c3cccnc3s2)c(Br)c1	-49%	25%	0%	-37%	-21%	-2%	11%	7%	i
Fc1ccc(Nc2nc(-c3cccc(Cl)c3)c3c(n2)-c2ccccc2OC3)c(F)c1	-22%	5%	0%	10%	-14%	-6%	6%	41%[activator]	3%
COCCNC(=O)C(OC(=O)CC1Sc2ccccc2NC1=O)c1ccccc1 (stereo unspecified)	21%	-4%	-5%	-13%	-16%	-7%	20%[57.1 µM]	40%	-8%
COc1cccc(C(=O)NC(C)C(c2cccs2)N2CCN(C)CC2)c1 (stereo unspecified)	0%	4%	-1%	31%	-13%	-5%	17%	6%	-1%
O=C1CSC(=S)N1	-13%	9%	3%	-9%	-12%	13%	-10%	23%	0%

3 structures already listed, arranged by formula weight, low to high:
smiles	ALOX12 inh	GLS inh	Pin1 inhibitor	RGS4 inh	JMJD2A Tudor	ERG Ets-DNA blk	TrxR1 inh	HP1b binding inh	Tb PGK inh
Fc1ccc(Nc2nc(-c3cccc(Cl)c3)c3c(n2)-c2ccccc2OC3)c(F)c1	-22%	5%	0%	10%	-14%	-6%	6%	41%[activator]	3%
CCOC(=O)c1cccc(S(=O)(=O)N(CCO)Cc2cc3cc(OC)ccc3[nH]c2=O)c1	-6%	3%	2%	23%	-14%	4%	27%	17%	i
CCCCN(C(=O)/C=C/c1ccc(OCC(C)C)c(OCC)c1)c1c(N)n(CCC)c(=O)[nH]c1=O	1%	-1%	-4%	16%	-20%	1%	6%	9%	-7%

(listing goes on)
smiles | ALOX12 inh | GLS inh | Pin1 inhibitor | RGS4 inh | JMJD2A Tudor | ERG Ets-DNA blk | TrxR1 inh | HP1b binding inh | Tb PGK inh
CCC(=O)N1CCc2cc(CNC(=O)Cc3ccc(F)cc3)ccc21 | -7% | 0% | -2% | 0% | -13% | 2% | -3%[57.1 µM] | 27% | -9%
COc1ccc(CN2CCN(C3CCC3)CC2CCO)cc1C (stereo unspecified) | u | 2% | -6% | -8% | -7% | 0% | 13% | 45%[activator] | i
O=C(Nn1c(O)c(C=C2N=c3ccccc3=N2)sc1=S)c1ccccc1Cl | -1% | 5% | 4% | 13% | u | 1% | -4% | -25% | 3%
O=C(Nc1ccc(CN2CCOCC2)cc1)c1ccc(-c2cc(Cl)ccc2Cl)o1 | 0% | 0% | 28% | 9% | -11% | 1% | 26%[57.1 µM] | 11% | -3%
CCCCSc1nnc(-c2ccc(NC(=O)CCc3ccccc3)cc2)n1C | -13% | -8% | -3% | 9% | -10% | 3% | -3%&12% | 6% | -6%
Cc1ccc2nc(SCC(=O)Nc3c(F)cccc3F)[nH]c2c1 | -15% | -8% | 2% | -11% | -14% | -5% | 24% | 36% | 0%
CCCCNC(=O)c1ccc(N2CCC3(CC2)OCCO3)c([N+](=O)[O-])c1 | 7% | -18% | 1% | 11% | -5% | 2% | -22% | 8% | -10%
NC(CSCc1cccc(Br)c1)C(=O)O (stereo unspecified) | -18% | -5% | -3% | -36% | -1% | 3% | u | 79%[activator] | i
CCOc1ncccc1C(=O)Nc1cccc(-n2cnnn2)c1C | u | -6% | 0% | 12% | -14% | 4% | 27% | 22% | 2%
Cc1ccc2nc(C)c(C(=O)N/N=C/c3ccc(N4CCOCC4)cc3)cc2c1 | 4% | -2% | 7% | -12% | 7% | 2% | -2%[57.1 µM] | 37% | 2%
CC(C)N(Cc1nccn1C)C(=O)c1ccc2oc(CCCc3ccccc3)nc2c1 | 15% | -6% | 2% | -11% | u | 1% | -11% | -8% | i

Complete entries from above:
Record of `O=C(Nn1c(O)c(C=C2N=c3ccccc3=N2)sc1=S)c1ccccc1Cl` = ALOX12 inh = -1%; GLS inh = 5%; Pin1 inhibitor = 4%; RGS4 inh = 13%; JMJD2A Tudor = u; ERG Ets-DNA blk = 1%; TrxR1 inh = -4%; HP1b binding inh = -25%; Tb PGK inh = 3%
Record of `CCCCNC(=O)c1ccc(N2CCC3(CC2)OCCO3)c([N+](=O)[O-])c1` = ALOX12 inh = 7%; GLS inh = -18%; Pin1 inhibitor = 1%; RGS4 inh = 11%; JMJD2A Tudor = -5%; ERG Ets-DNA blk = 2%; TrxR1 inh = -22%; HP1b binding inh = 8%; Tb PGK inh = -10%
